Screening data as filed in PubChem.
Avidin fluor: green autofluorescence of compounds with avidin beads – biophysical, 488/530 nm, flow cytometry, artefact control, profiling panel. AID 1775, 2009. 0.38% of 220,000 active. fluorescence (KMESF) at 10 µM. compound fluorescence 488/530 nm; active compounds read high; in the data active = fluorescence above about 47; also: inactives centre near 10
Cdc42 wt: modulators of GTP binding to wildtype Cdc42, primary screen, biochemical, multiplex bead flow cytometry, Bodipy-GTP; Cell division control protein 42 homolog (Homo sapiens), P60953; GST-Cdc42 beads; actives lie on both sides; percent activity (GTP binding), % at 10 µM; 0.2% of 190,000 active; AID 761, 2007;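 active = percent activity GTP binding at least 20 points away from the 100% baseline, either down as inhibitor or up as activator; inconclusive = compound flagged as likely green fluorescent from well-wide comparison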;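 also: median bead fluorescence of bound Bodipy-FL-GTP at 100 nM; 0% = excess unlabeled GTP control and 100% = no compound control; below 100% means less GTP binding so inhibitor and above means activator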
Target sequence (P60953 whole entry, looked up): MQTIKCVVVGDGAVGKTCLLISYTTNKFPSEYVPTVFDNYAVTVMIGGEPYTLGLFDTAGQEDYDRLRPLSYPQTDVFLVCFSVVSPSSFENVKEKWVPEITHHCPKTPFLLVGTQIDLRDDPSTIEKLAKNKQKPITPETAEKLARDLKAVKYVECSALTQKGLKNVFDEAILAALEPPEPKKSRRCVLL
Rac1 mut GTP: GTP binding modulators of activated mutant Rac1, primary screen, biochemical, bead-based flow cytometry, multiplex, fluorescent GTP. Ras-related C3 botulinum toxin substrate 1 (Homo sapiens), P63000. GST-Rac1 activated beads; actives lie on both sides; 100% means binding = to untreated wells. percent activity (GTP binding), % at 10 µM. 0.11% of 190,000 active;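 active = GTP binding at least 20 percentage points away from the 100% baseline, in either direction, so actives lie on both sides; inconclusive = Compound likely fluorescent itself, or too few beads counted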
HRas wt GTP: modulators of GTP binding to HRas wildtype, primary screen, biochemical, bead-based flow cytometry, multiplex | GTP binding activity, % at 10 µM | GST-Ras wt beads, Bodipy-FL-GTP binding; actives lie on both sides | 0.14% of 190,000 active | GTPase HRas (Homo sapiens), P01112;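 active = GTP binding activity at least 20% away from the 100% baseline, either lowered as inhibitor or raised as activator; inconclusive = flagged as likely green fluorescent, judged across all proteins in the well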;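 also: 0% = unlabeled GTP competition control and 100% = no-compound control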
Target sequence (P01112 whole entry, looked up): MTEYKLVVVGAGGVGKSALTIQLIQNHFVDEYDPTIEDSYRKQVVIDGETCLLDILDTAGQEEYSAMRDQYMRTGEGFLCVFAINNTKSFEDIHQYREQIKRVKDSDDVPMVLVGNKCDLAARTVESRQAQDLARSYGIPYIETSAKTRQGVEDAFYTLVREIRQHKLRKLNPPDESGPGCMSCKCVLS
Rab2A wt mod: modulators of GTP binding to Rab2A wildtype, primary screen, biochemical, dog, bead-based flow cytometry, multiplex | GST-Rab2 wt beads, Bodipy-GTP binding | AID 760, 2007 | 0.19% of 190,000 active | GTP binding activity, % at 10 µM | Ras-related protein Rab-2A (Canis lupus familiaris), P61105;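 active = GTP binding activity at least 20 points away from 100%, either lowered or raised; inconclusive = signal likely due to the compound's own green fluorescence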;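 also: 0% = beads with excess unlabeled GTP and 100% = no-compound control corrected for plate trend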
ABCB1 block: ABCB1 efflux pump inhibitors, primary screen, cell-based, multiplex, flow cytometry, ABCG2 counter-screen; inhibition, % at 6.6 µM; CCRF-Adr cells, JC-1 efflux; 0.067% of 190,000 active; AID 1326, 2008; in the data active = inhibition above about 40%;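 also: 0% = vehicle and 100% = reference inhibitor; higher value means more JC-1 retained so stronger ABCB1 efflux block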
GSH fluor: compound fluorescence on glutathione beads, profiling panel, artefact control, biophysical, 488/530 nm, flow cytometry | GSH beads flow cytometry, compound fluorescence 488/530 nm; active compounds read high | fluorescence (KMESF) at 10 µM | 0.25% of 190,000 active | AID 1776, 2009; in the data active = fluorescence above about 89;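 also: glutathione beads carrying GST-tagged Bcl family fusion proteins plus one bare bead set; values are compound well signal with DMSO vehicle wells as background; inactives centre near 16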
Rab7 wt modul: modulators of GTP binding to Rab7, primary screen, biochemical, wildtype, multiplex bead flow cytometry. Rab7 GTPase wild type (dog), Bodipy-FL-GTP binding. GST-Rab7 beads, fluorescent GTP binding; actives lie on both sides; untreated = 100%, excess cold GTP = 0%. GTP binding activity (percent of control), % at 10 µM. 0.055% of 190,000 active;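 active = fluorescent GTP binding to Rab7 beads changed by at least 20 points from the 100% baseline, either direction, mostly lower; inconclusive = compound itself probably fluorescent, or too few beads counted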;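 also: median green fluorescence of bound Bodipy-FL-GTP per Rab7 bead population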
Pf gamet viab: late stage P. falciparum gametocyte viability inhibitors, primary screen, ATP luminescence, HTS; P. falciparum stage V gametocytes, 24 h; inhibition, % at 10.9 µM; 0.065% of 150,000 active;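 active = inhibition above the mean plus 3 SD of compounds within the control limits, set per campaign, cut at about 38% in these data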;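 also: 0% = DMSO wells and 100% = medium only without gametocytes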
Rac1 wt modul: wildtype Rac1 GTP binding modulators, primary screen, biochemical, GST-Rac1 beads, flow cytometry, multiplex | AID 757, 2007 | 0.27% of 190,000 active | GTP binding activity (% of control), % at 10 µM | fluorescent GTP binding; actives lie on both sides; 0 = cold GTP competed, 100 = untreated;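 active = GTP binding activity at least 20 points away from the 100% control level, either lower or higher; inconclusive = compound flagged as likely green fluorescent, judged across all proteins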
ABCG2 inh: ABCG2 efflux pump inhibitors, primary screen, multiplex with ABCB1, IgMXP3 cells, flow cytometry. Broad substrate specificity ATP-binding cassette transporter ABCG2 (Homo sapiens), Q9UNQ0. JC-1 efflux. inhibition, % at 6.6 µM. 0.1% of 190,000 active. AID 1325, 2008;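 active = inhibition above 80%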;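 also: 0% = DMSO and 100% = nicardipine control wells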
Target sequence (Q9UNQ0 whole entry, looked up): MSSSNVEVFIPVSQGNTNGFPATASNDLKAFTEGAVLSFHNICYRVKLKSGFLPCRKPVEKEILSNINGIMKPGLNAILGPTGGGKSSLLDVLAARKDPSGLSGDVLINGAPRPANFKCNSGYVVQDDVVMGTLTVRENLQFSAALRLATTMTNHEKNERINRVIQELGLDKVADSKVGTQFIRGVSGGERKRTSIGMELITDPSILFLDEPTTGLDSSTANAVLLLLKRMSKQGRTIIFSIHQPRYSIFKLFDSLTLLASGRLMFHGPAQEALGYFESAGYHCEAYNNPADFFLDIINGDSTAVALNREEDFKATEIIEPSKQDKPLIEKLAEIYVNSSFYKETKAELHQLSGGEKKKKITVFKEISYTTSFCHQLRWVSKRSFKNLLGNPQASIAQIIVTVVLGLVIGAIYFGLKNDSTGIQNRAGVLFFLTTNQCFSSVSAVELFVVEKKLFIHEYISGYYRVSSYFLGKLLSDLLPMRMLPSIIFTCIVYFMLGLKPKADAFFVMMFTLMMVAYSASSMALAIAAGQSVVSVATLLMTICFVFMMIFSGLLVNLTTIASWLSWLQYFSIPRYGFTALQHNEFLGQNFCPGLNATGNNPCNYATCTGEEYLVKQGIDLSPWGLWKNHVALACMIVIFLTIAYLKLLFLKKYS
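Read-out basis: Efflux inhibition in percent versus controls | Test system: ABCG2 IgMXP3 and barcoded ABCB1 CCRF-Adr cell mix | Quantity: 3 million cells/mL in well | Schedule: 10 min at 25 °C | Control set: Nicardipine as high control, DMSO as low control | Reagent: JC-1 as fluorescent efflux pump substrate | Signal: Flow cytometry of retained JC-1 fluorescence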
Numbers without * were called inactive; ? = inconclusive; . = no result given.

mol | Avidin fluor | Cdc42 wt | Rac1 mut GTP | HRas wt GTP | Rab2A wt mod | ABCB1 block | GSH fluor | Rab7 wt modul | Pf gamet viab | Rac1 wt modul | ABCG2 inh
CC1=CC(=C(C#N)C#N)C=C(C)N1CCN1CCN(C(=O)Nc2ccc(Cl)c(Cl)c2)CC1 | 3 | 97 | 98 | 100 | 100 | -0.7 | 9 | 101 | -15 | 100 | -5
CC(C)CNCC(=O)N1c2ccccc2Sc2ccccc21 | 31 | 103 | 99 | 102 | 101 | 0.2 | 14 | 101 | . | 102 | 0
COc1ccccc1N(C)S(=O)(=O)c1ccc(Cl)c(C(=O)N2CCC(C(N)=O)CC2)c1 | 23 | 91 | 93 | 95 | 92 | 0.1 | 11 | 98 | -15 | 94 | 1
CC1CCCN(CC(=O)Nc2ccc(S(=O)(=O)NC3CCCCC3)cc2)C1 (stereo not given) | 8 | 98 | 97 | 98 | 97 | 0.1 | 45 | 96 | -13 | 100 | 0
Cn1c(SCc2nc(-c3ccc(Cl)cc3)no2)nnc1-c1ccccc1 | 12 | 101 | 99 | 100 | 99 | 0.2 | 12 | 100 | . | 104 | 3
COc1ccc(C2=NCC(CSc3nccc(=O)[nH]3)S2)cc1 (stereo not given) | 12 | 102 | 99 | 103 | 102 | 0.7 | 16 | 107 | -4 | 102 | 8
O=C(O)c1cccc(Cn2c(Cl)c(/C=N/Nc3ccccc3)sc2=O)c1 | 7 | 87 | 87 | 94 | 92 | -0.8 | 13 | 101 | . | 91 | -3
Cc1cc(C)cc(NC(=S)Nc2cccc3cnccc23)c1 | 9 | 94 | 93 | 98 | 97 | -0.4 | 14 | 109 | . | 98 | -2
O=C(Nc1c(Cl)cc(Cl)cc1C(=O)NCCN1CCOCC1)c1ccc(Cl)cc1Cl | 7 | 104 | 99 | 101 | 98 | 1.0 | 21 | 98 | 18 | 108 | 2
Cn1c(/C(C#N)=C(\O)COc2ccc3ccccc3c2)nc2ccccc21 | 6 | 96 | 92 | 97 | 92 | 0.2 | 6 | 98 | . | 96 | 1
c1ccc(CCNc2ncnc3sccc23)nc1 | 9 | 98 | 97 | 99 | 100 | 0.2 | 12 | 105 | 10 | 98 | 5
CSc1ccc(/C=N/NC(=O)c2sccc2C)cc1 | 2 | 102 | 103 | 100 | 99 | -0.1 | 6 | 104 | 9 | 106 | 1
CC(C(=O)Nc1ccc2c(c1)OCCO2)n1nnc(-c2ccccc2)n1 (stereo not given) | 10 | 94 | 88 | 96 | 95 | 1.7 | 14 | 102 | -4 | 94 | 8
Cc1ccc(S(=O)(=O)/N=C2/NC(=O)/C(=C/c3ccncc3)S2)cc1 | 5 | 94 | 92 | 90 | 88 | -0.3 | 9 | 95 | -9 | 88 | -1
O=C(Cn1nnc(-c2ccccc2NC(=O)c2ccccc2)n1)Nc1ccc2c(c1)OCCO2 | 8 | 90 | 91 | 93 | 91 | 0.2 | 20 | 98 | 20 | 91 | 2
O=C(c1ccco1)N1CCN(S(=O)(=O)c2ccc(S(=O)(=O)NC3CCCC3)cc2)CC1 | 33 | 105 | 99 | 102 | 102 | 0.1 | 13 | 99 | 4 | 103 | 1
O=C(O)C1CCN(c2c([N+](=O)[O-])cc(C(F)(F)F)cc2[N+](=O)[O-])CC1 | 5 | 95 | 95 | 98 | 95 | 0.5 | 58 | 100 | . | 107 | 2
CCOc1ccc(C2c3c(oc4ccccc4c3=O)C(=O)N2c2ccc(C)cn2)cc1OC (stereo not given) | 7 | 101 | 99 | 100 | 102 | 9.2 | 18 | 102 | . | 99 | 19
COc1ccccc1N(CC(=O)N1CCCCC1)S(=O)(=O)c1ccccc1 | 12 | 101 | 97 | 101 | 101 | 0.4 | 34 | 103 | . | 102 | 6
CC1CCC2C(=O)N(c3ccc(NC4CCN(Cc5ccccc5)CC4)c([N+](=O)[O-])c3)C(=O)C2C1 (stereo not given) | 10 | ? | ? | ? | ? | 2.5 | 9 | ? | -26 | ? | 1
CCc1cc2c(=O)c(-c3ccc(F)cc3)c(C(F)(F)F)oc2cc1OCC(=O)O | 20 | 88 | 91 | 93 | 91 | -0.1 | 12 | 99 | . | 94 | -1
COc1ccc(C(=O)OCC(=O)Nc2ccc(F)c(F)c2F)cc1OC | 35 | 101 | 97 | 101 | 99 | 0.5 | 14 | 102 | . | 100 | 3
CC(C)CC(NC(=O)OC(C)(C)C)c1cn([C@@H](CCCCNC(=O)OC(C)(C)C)C(=O)N2CCN(C(=O)OC(C)(C)C)CC2)nn1 (stereo not given in full) | 5 | 97 | 95 | 96 | 98 | 1.4 | 20 | 103 | . | 94 | 3
CCc1cc(C(=O)OC)c(N2C(=O)C3C4C=CC(C4)C3C2=O)s1 (stereo not given) | 14 | 105 | 101 | 104 | 104 | 0.5 | 52 | 103 | . | 105 | 2
COC(=O)c1ccc(-n2c(C)ccc2-c2ccccc2)cc1 | 12 | 96 | 94 | 95 | 93 | 0.5 | 18 | 98 | . | 98 | 2
Cc1cccn2c(=O)c(C=NCc3ccccc3)c(NCCO)nc12 | 12 | 91 | 96 | 95 | 97 | 0.3 | 13 | 95 | 14 | 91 | 6
Cc1cc(Cl)ccc1NC(=O)CSc1nnc(Cc2cccs2)n1Cc1ccco1 | 2 | 93 | 94 | 95 | 93 | 1.6 | 45 | 97 | -9 | 96 | 3
O=C(N/N=C/C=C/c1ccccc1)C1CC1(c1ccccc1)c1ccccc1 (stereo not given) | 18 | 96 | 97 | 100 | 98 | 0.1 | 33 | 97 | . | 103 | 42
CCCC1=C(C(=O)OCC)C(c2ccc(N(C)C)cc2)n2ncnc2N1 (stereo not given) | 6 | 102 | 100 | 100 | 100 | 1.2 | 44 | 99 | -8 | 103 | 1
CCOC(=O)c1ccc2nc(C)c(CCC(C)=O)c(Cl)c2c1 | 0 | 99 | 97 | 101 | 102 | 0.5 | 15 | 104 | 12 | 102 | 0
CCN(CC)C1=NS(=O)(=O)c2cc([N+](=O)[O-])ccc21 | 7 | 100 | 98 | 99 | 97 | 0.9 | 15 | 104 | -28 | 101 | 2
CCn1cc(C(=O)Nc2ccc(C)cc2C)c(=O)c2ccc(C)nc21 | 10 | 97 | 95 | 96 | 97 | -0.8 | 15 | 102 | . | 98 | -1
CC1Cc2ccccc2N1CC(=O)NC(c1ccccc1)c1ccccc1 (stereo not given) | 5 | 96 | 97 | 100 | 98 | 1.0 | 11 | 100 | -9 | 100 | 0
CCCC[N+](C)(C)CCC(=O)NC(C)(C)CS(=O)(=O)[O-] | 5 | 101 | 100 | 98 | 99 | 0.0 | 44 | 99 | . | 104 | 0
O=C(O)C1CC=CCC1C(=O)Nc1cc(Cl)ccc1Cl (stereo not given) | 7 | 98 | 95 | 97 | 92 | 1.2 | 23 | 96 | 9 | 100 | 0
COC(=O)c1sccc1NC(=O)Cn1nnc(-c2ccc(C)cc2)n1 | 24 | 96 | 95 | 95 | 97 | 1.2 | 22 | 97 | 1 | 95 | 8
Nc1[nH]c(N=NC(=O)c2ccccc2)c2ccccc12 | 10 | 97 | 97 | 100 | 95 | 0.9 | 4 | 100 | -11 | 104 | 6
CN(C)c1ccc(C(=O)NN2C(=O)c3ccccc3C2=O)cc1 | 14 | 97 | 96 | 93 | 96 | 0.4 | 9 | 95 | 3 | 98 | 0
COCCn1c(=NC(=O)c2cc(Cl)sc2Cl)sc2cc(S(N)(=O)=O)ccc21 | 10 | 98 | 100 | 100 | 99 | -0.2 | 6 | 97 | -12 | 101 | -1
O=C(NCc1ccc(F)cc1)c1cnc(-c2ccccn2)nc1C(F)(F)F | 10 | 108 | 98 | 102 | 102 | 0.6 | 62 | 103 | . | 110 | 2
Cc1cccc(-c2nc3ccccc3c(=O)n2NC(=O)Cc2ccc(Cl)cc2)c1 | 15 | 96 | 94 | 96 | 94 | 2.7 | 11 | 97 | -6 | 96 | 38
CCOC(=O)c1ccccc1NC(=O)CN1C(=O)c2ccccc2S1(=O)=O | 36 | 104 | 97 | 101 | 98 | 0.2 | 19 | 98 | . | 105 | 1
CC(C)NS(=O)(=O)c1ccc(OCC(=O)NCc2ccco2)cc1 | 6 | 97 | 97 | 93 | 94 | 0.1 | 22 | 94 | -12 | 98 | 0
CS(=O)(=O)NNC(=O)CN1C(=O)C2C3C=CC(C3)C2C1=O (stereo not given) | 10 | 98 | 96 | 98 | 99 | 0.7 | 14 | 106 | . | 101 | 1
COC(=O)c1cc2ccccn2c2c(C(=O)OC)c(C(=O)OC)cc1-2 | 11 | 98 | 95 | 96 | 92 | 0.3 | 54 | 100 | . | 92 | 1
CC1=C/C(=C\c2ccc(Br)o2)C(=O)O1 | 11 | 103 | 98 | 98 | 100 | 0.2 | 12 | 97 | . | 102 | 1
O=C(CSc1nc2cc(S(=O)(=O)N3CCOCC3)ccc2o1)NC1CCCc2ccccc21 (stereo not given) | 4 | 96 | 94 | 100 | 98 | 0.0 | 30 | 100 | . | 99 | 0
Cc1cccn2c(=O)c3cc(C#N)c(=O)n(-c4c(C)n(C)n(-c5ccccc5)c4=O)c3nc12 | 11 | 102 | 93 | 101 | 95 | -0.2 | 42 | 95 | 18 | 99 | 0
COc1ccc(C(=O)OCC(=O)NCc2ccco2)cc1S(=O)(=O)N1CCN(c2cccc(Cl)c2)CC1 | 7 | 104 | 100 | 102 | 102 | 0.3 | 16 | 102 | -10 | 108 | 1
